Screens deposited in PubChem BioAssay by Johns Hopkins Ion Channel Center.
KCNK9 block: KCNK9 potassium channel inhibitors, primary screen, HEK293 cells, thallium flux. Potassium channel subfamily K member 9 (Homo sapiens), Q9NPC2. FluxOR thallium flux fluorescence; active compounds read low. B-score at 10 µM. 310,000 compounds, 1.2% hits. AID 488922, 2010;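 active means ratio B-score over 3 SD below the library mean, with starting fluorescence within 5 SD of its mean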;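 further: negative B-score means less thallium flux so channel inhibition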
Target sequence (Q9NPC2 whole entry, looked up): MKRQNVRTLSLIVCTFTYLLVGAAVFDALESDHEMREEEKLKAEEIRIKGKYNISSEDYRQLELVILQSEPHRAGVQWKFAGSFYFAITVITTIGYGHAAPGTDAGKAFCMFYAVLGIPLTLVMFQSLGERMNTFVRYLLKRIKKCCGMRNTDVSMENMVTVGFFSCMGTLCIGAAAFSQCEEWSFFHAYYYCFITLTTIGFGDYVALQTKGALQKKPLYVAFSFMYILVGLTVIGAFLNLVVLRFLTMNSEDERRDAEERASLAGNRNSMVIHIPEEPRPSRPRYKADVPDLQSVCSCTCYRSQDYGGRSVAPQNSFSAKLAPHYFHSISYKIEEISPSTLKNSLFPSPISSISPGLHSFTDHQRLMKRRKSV
KCNQ1 pot: potentiators or activators of KCNQ1 channel, primary screen, cell-based, thallium flux, high-throughput; Potassium voltage-gated channel subfamily KQT member 1 (Homo sapiens), P51787; CHO-K1 KCNQ1, thallium flux FluxOR fluorescence; active compounds read high; B-score at 10 µM; 310,000 compounds, 0.35% hits; AID 2648, 2010;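 active means fluorescence ratio B-score, a plate-corrected score, at least three library SD, with initial intensity B-score within 5 SD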
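System: Stable KCNQ1 CHO-K1 line | Incubation: 90 min dye loading and 20 min compound exposure, both at room temperature | Measure: Ratio B score | Medium: Assay buffer for compound exposure, DMSO matched across wells | Compound dosing: Single-concentration screen | Probe or stimulus: K+/Tl+ depolarizing stimulus | Measured by: Kinetic FluxOR fluorescence, 10 s baseline plus 110 s post-stimulus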
MrgX1 ag: agonists of human MrgX1 receptor, primary screen, HEK293 cells, Fluo-4 calcium flux | Mas-related G-protein coupled receptor member X1 (Homo sapiens), Q96LB2 | Fluo-4 calcium fluorescence, agonist mode; active compounds read high | B-score at 10 µM | 310,000 compounds, 0.44% hits | AID 588627, 2011;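 active means calcium response B-score plate-corrected fluorescence ratio at least 3 library SD, with starting fluorescence B-score inside 5 SD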
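Test system: HEK293 cells stably expressing human MrgX1 receptor; Input: fifteen thousand cells per well; Dosing: compound delivered in addition one of three; Schedule: overnight seeding, then 1 h dark dye loading; Technique: Fluo-4 NW calcium fluorescence; Measure: B-scored fluorescence response ratio; Controls: positive and negative controls per plate.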
RGS4 act: RGS4 potentiators or activators, primary screen, cell-based, HEK293 M3R inducible RGS4, calcium flux; 310,000 compounds, 0.92% hits; B-score at 10 µM; AID 463111, 2010; carbachol calcium flux Fluo4; active compounds read low;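 active means B-score of the integrated calcium signal more than 4 SD below the library mean, with starting fluorescence not abnormally high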;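 further: negative B-score means reduced calcium response which marks RGS4 activation or potentiation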
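test system = HEK293 cells with stable M3R and inducible RGS4 | schedule = recording 10 s baseline at 1 Hz, 100 s post-agonist | technique = Fluo4-AM (2 µM) calcium-flux fluorescence, kinetic read | measure = Agonist-evoked peak-minus-minimum fluorescence over baseline, integrated ratio, B score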
hERG protect: hERG rescue from dofetilide block, primary screen, cell-based, CHO-hERG, FluxOR thallium flux, dofetilide IC70 | Voltage-gated inwardly rectifying potassium channel KCNH2 (Homo sapiens), Q12809 | dofetilide IC70 present | activation (rescue from dofetilide block), less the hit threshold, % at 10 µM | 310,000 compounds, 0.51% hits | AID 1511, 2009;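 active means activation above the mean of controls blocked by dofetilide plus 5 SD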;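 further: thallium influx through hERG after potassium depolarization seen as dye fluorescence rise; in these data hits start at about 4.7%; inactives centre near -7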
KCNK3 block: human KCNK3 channel inhibitors, primary screen, CHO cells, FluxOR thallium flux, B-score | FluxOR fluorescence; active compounds read low | B-score at 10 µM | 340,000 compounds, 0.84% hits | AID 602410, 2012;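 active means B-score under library mean minus 4 SD, starting fluorescence ratio at most library mean plus 5 SD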;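 further: more negative B-score means stronger inhibition of thallium flux through KCNK3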
Target sequence (O14649 whole entry, looked up): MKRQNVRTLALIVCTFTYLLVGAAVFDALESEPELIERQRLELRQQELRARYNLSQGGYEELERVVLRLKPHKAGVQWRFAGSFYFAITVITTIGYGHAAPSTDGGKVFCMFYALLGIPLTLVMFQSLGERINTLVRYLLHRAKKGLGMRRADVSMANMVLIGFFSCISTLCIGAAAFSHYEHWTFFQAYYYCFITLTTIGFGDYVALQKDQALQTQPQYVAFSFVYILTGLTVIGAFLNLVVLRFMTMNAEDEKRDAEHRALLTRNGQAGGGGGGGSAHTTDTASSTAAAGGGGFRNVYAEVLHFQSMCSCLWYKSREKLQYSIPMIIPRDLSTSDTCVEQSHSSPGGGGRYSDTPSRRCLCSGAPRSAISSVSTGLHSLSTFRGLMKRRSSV
TMEM16A act: TMEM16A chloride channel activators or potentiators, primary screen, cell-based, HTS; B-score at 10 µM; AID 623877, 2012; HEK293 TMEM16A/YFP-H148Q/I152L, iodide quench fluorescence; active compounds read low; 340,000 compounds, 0.3% hits;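 active means fluorescence-ratio B-score plate-corrected deviation score at least 3 library SD below zero, with starting fluorescence score within 5 deviations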;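 further: channel opened by trigger with iodide after compound preincubation; score built on the fluorescence ratio of max minus min over baseline; more negative score means more quench and so TMEM16A activation or potentiation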
RGS4 block: RGS4 inhibitors, primary screen, cell-based, HEK293 M3R inducible RGS4, calcium flux; Fluo-4 calcium flux; active compounds read high; triggered by carbachol at its EC20; B-score at 10 µM; 310,000 compounds, 0.45% hits; AID 463165, 2010;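 active means B-score, a plate-corrected calcium signal, over three deviations above library mean, with baseline fluorescence within five deviations of library mean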;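 further: RGS4 expression induced by doxycycline in cells with stable M3 receptor; B-score is computed from the integrated fluorescence ratio over baseline after carbachol; higher B-score means a larger calcium signal and so more RGS4 inhibition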
Target sequence (P49798 whole entry, looked up): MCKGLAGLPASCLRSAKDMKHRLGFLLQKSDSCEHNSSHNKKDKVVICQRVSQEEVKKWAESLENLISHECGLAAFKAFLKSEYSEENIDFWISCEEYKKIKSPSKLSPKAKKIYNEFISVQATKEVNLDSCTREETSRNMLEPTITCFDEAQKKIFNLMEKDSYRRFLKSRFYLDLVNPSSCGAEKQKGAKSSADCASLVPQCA
KCNQ1 block: inhibitors of human KCNQ1 channel, primary screen, cell-based, thallium flux, high-throughput; Potassium voltage-gated channel subfamily KQT member 1 (Homo sapiens), P51787; CHO-K1 KCNQ1, FluxOR thallium flux fluorescence; active compounds read high; B-score at 10 µM; 310,000 compounds, 1.3% hits; AID 2642, 2010;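 active means compounds whose thallium flux B-score, printed positive for inhibition, exceeds three library SD while starting fluorescence stays within three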;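 further: channel opened by potassium depolarization with thallium stimulus after 20 min compound exposure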
TMEM16A inh: TMEM16A chloride channel inhibitors, primary screen, cell-based, HTS. AID 588511, 2011. normalized B-score (activity score, 25-100; higher = stronger inhibition) at 10 µM. HEK293 TMEM16A/YFP iodide influx fluorescence, ionomycin. 310,000 compounds, 1.2% hits;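 active means ratio plate-corrected score three or more library SD toward inhibition, starting fluorescence score within five deviations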;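 further: score derived from kinetic fluorescence span divided by baseline fluorescence per well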
MrgX1 PAM: positive allosteric modulators of MrgX1, primary screen, HEK293 cells, Fluo-4 calcium flux; Mas-related G-protein coupled receptor member X1 (Homo sapiens), Q96LB2; FDSS; active compounds read high; B-score at 10 µM; 310,000 compounds, 0.63% hits; AID 588675, 2011;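 active means plate-corrected calcium response at least 3 library SD above typical, normal starting fluorescence, not activating the receptor alone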;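 further: compound read alongside a low EC10 to EC30 dose of BAM8-22 agonist; peak minus trough fluorescence over baseline measured at the second addition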
Numbers without * were called inactive; i = inactive; nt = no result given.

Structure	hERG protect	KCNQ1 block	TMEM16A act	TMEM16A inh	RGS4 block	KCNK3 block	RGS4 act	MrgX1 PAM	KCNK9 block	KCNQ1 pot	MrgX1 ag
Cc1cc(CN(C)C(=O)c2cc(COc3ccc(C)c(C)c3)on2)n[nH]1	-5	i	i	i	i	i	i	i	i	i	i
Cc1ccc(CNC(=O)CN2CCN(Cc3ccc(C)cc3)C2=O)cc1	-5	i	i	i	i	i	i	i	i	i	i
Nc1nnc(-c2ccccc2F)s1	-7	i	i	i	i	i	i	i	i	i	i
O=C(CCSc1ccccc1)Nc1nccs1	-5	i	i	i	i	i	i	i	i	i	i
COc1ccc(CCNC(=O)CSc2nc3ccsc3c(=O)n2CC2CCC(C(=O)O)CC2)cc1OC (centres undefined)	-6	i	i	i	i	i	i	i	i	i	i
O=C(Cc1cccs1)N1CCC(c2nc3c(nnn3Cc3ccccc3)c(=O)[nH]2)CC1	-12	i	i	i	i	i	i	i	i	i	i
Cc1ccc(S(=O)(=O)Nc2nc(C)cc(-n3nc(C)cc3C)n2)cc1	-8	i	i	i	i	i	i	i	i	i	i
COc1cc(NC(=O)CN2C(=O)COc3ccc(S(=O)(=O)N4CCOCC4)cc32)cc(OC)c1	-1	i	i	i	i	i	i	i	i	i	i
CCN(CC)C(=O)Cn1cc(S(=O)(=O)Cc2cccc([N+](=O)[O-])c2)c2ccccc21	-3	i	i	i	i	i	i	i	i	i	i
O=S(=O)(CCN1C=CC(C(F)(F)F)=NCC1)c1ccc(Cl)cc1Cl	-7	i	i	i	i	i	i	i	i	i	i
COC(=O)c1c(SCc2ccc(C#N)cc2)nc(=O)[nH]c1C	-21	i	i	i	i	i	i	i	i	i	i
C=CCc1cccc(C=Nc2cc(Br)ccc2O)c1O	-6	i	i	i	i	i	i	i	i	i	i
CC(C)OCCCNC(=S)Nc1ccc2nc3n(c(=O)c2c1)CCCCC3	-15	i	i	i	i	i	i	i	i	i	i
CCN(CC)S(=O)(=O)c1ccc2c(c1)c(=O)c(C(=O)NCc1ccco1)cn2C	-8	i	i	i	i	i	i	i	i	i	i
CCOC(=O)N1CCN(C(=O)C2CCN(S(C)(=O)=O)CC2)CC1	-7	i	i	i	i	i	i	i	i	i	i
CC(OC(=O)c1cn(-c2ccccc2)nc1-c1cccnc1)C(N)=O (centres undefined)	-16	i	i	i	i	i	i	i	i	i	i
CN(C)C(CNc1ccc(S(C)(=O)=O)cc1[N+](=O)[O-])Cc1ccccc1 (centres undefined)	-4	i	i	i	i	i	i	i	i	i	i
COc1cccc(N/C(N)=N/c2nc(CSc3ccccn3)cc(=O)[nH]2)c1	-12	i	nt	i	i	nt	i	i	i	i	i
Cc1nc([N+](=O)[O-])c(C(=O)OCc2ccc(C#N)cc2)n1C	-7	i	i	i	i	i	i	i	i	i	i
CCCCn1c(N)c(N(CC)C(=O)c2ccc([N+](=O)[O-])c(C)c2)c(=O)[nH]c1=O	-10	i	i	i	i	i	i	i	i	i	i
Cc1cccc(NC(=O)C(C)SCc2ccccc2)c1 (centres undefined)	-4	i	i	i	i	i	i	i	i	i	i
COC(=O)C(Cc1ccccc1)OS(N)(=O)=O (centres undefined)	-7	i	i	i	i	i	i	i	i	i	i
CCC(=O)NNc1ncnc2c1cnn2-c1ccccc1	-2	i	i	i	i	i	i	i	i	i	i
COc1ccc(C(=O)c2sc(Nc3cccc(OC)c3)c(C(=O)Nc3cccc(C)c3C)c2N)cc1	-5	i	i	i	i	i	i	i	i	i	i
COc1ccc2[nH]c(=O)c(CN(CCc3ccccc3)Cc3nnnn3CC3CCCO3)cc2c1 (centres undefined)	-9	i	i	i	i	i	i	i	i	i	i
CC(=O)NC1C(=O)N(Cc2ccccc2)c2ccc(Br)cc21 (centres undefined)	-4	i	i	i	i	i	i	i	i	i	i
CCC1CCCCN1C(=O)COC(=O)CN(C)S(=O)(=O)c1ccc(NC(C)=O)cc1 (centres undefined)	-13	i	i	i	i	i	i	i	i	i	i
CCOC(=O)C1CCN(c2nc3ccccc3n2CC(=O)c2ccccc2)CC1	-7	i	i	i	i	i	i	i	i	i	i
O=C(Nc1nc2ccccc2n1CCN1CCCC1)c1ccc(Cl)cc1	nt	nt	i	i	nt	i	nt	i	nt	nt	i
CC(OC(=O)CN1C(=O)c2ccccc2C1=O)C(=O)N(C)c1ccccc1 (centres undefined)	-16	i	i	i	i	i	i	i	i	i	i
CN(CC(=O)NCC1CCCO1)S(=O)(=O)c1ccc(Br)cc1 (centres undefined)	-9	i	i	i	i	i	i	i	i	i	i
O=C(NCCNC(=O)c1ccccn1)c1ccc(-c2ccccc2)cc1	-8	i	i	i	i	i	i	i	i	i	i
Cc1nc(SCC(=O)c2ccccc2)[nH]c(=O)c1Oc1ccc(Cl)cc1	-10	i	i	i	i	i	i	i	i	i	i
COc1ccc(OCc2n[nH]c(=S)n2Cc2ccco2)cc1	-12	i	i	i	i	i	i	i	i	i	i
COc1ccc(S(=O)(=O)N2CCCCCC2)cc1	-12	i	i	i	i	i	i	i	i	i	i
CN(C)Cc1c(C(=O)N/N=C/c2ccc(OCc3ccc(F)cc3)cc2)nnn1-c1nonc1N	-9	i	i	i	i	i	i	i	i	i	i
CCCCC(=O)NC(c1ccc(N(CC)CC)cc1)c1ccc2cccnc2c1O (centres undefined)	0	i	i	i	i	i	i	i	i	i	i
O=C(COC(=O)c1ccccc1OCc1ccccc1Cl)NC1CC1	-2	i	i	i	i	i	i	i	i	i	i
COc1ccc(-c2cc(C(=O)c3c(N)n(C)c(=O)n(C)c3=O)c3ccccc3n2)cc1	-13	i	i	i	i	i	i	i	i	i	i
C/C(=N\Nc1cc(C)nc(-c2ccccc2)n1)c1cccc([N+](=O)[O-])c1	-5	i	i	i	i	-9.7*	i	i	-11*	i	i
COc1ccc(S(=O)(=O)NCCN2CCOCC2)c2ccccc12	-1	i	i	i	i	i	i	i	i	i	i
CC(=O)N1CCc2cc(C(=O)CN3CCN(c4cccc(Cl)c4)CC3)ccc21	-20	i	i	i	i	i	i	i	i	i	i
CC(=O)C1=C(c2ccccc2)N(C(C)=O)n2c(C)nnc2S1	-2	i	i	i	i	i	i	i	i	i	i
CC1CCCCC1NC(=O)c1cn(C)c2ccc(S(=O)(=O)N3CCCC3)cc2c1=O (centres undefined)	-14	i	i	i	i	i	i	i	i	i	i
OC(CNC1Cc2ccccc2C1)COc1ccc(Cl)cc1 (centres undefined)	-11	i	i	i	i	i	i	i	i	i	i
CSc1ccccc1OCc1cc(C(=O)NCCn2ccnc2C)no1	-12	i	i	i	i	i	i	i	i	i	i
N=C1/C(=C/c2ccc(OCc3ccccc3)cc2)C(=O)N=C2SC(CC(=O)N3CCOCC3)=NN12	-7	i	i	i	i	i	i	9.7*	i	i	i
CN(C(=O)OC(C)(C)C)c1ccc(-c2nc3ccccc3s2)cc1	-4	i	i	25*	i	i	i	i	i	i	i
CCCC(=O)Nc1ccc2c(c1)C(=O)N(CCC(=O)O)C2=O	-10	i	i	i	i	i	i	i	i	i	i
Cc1ccccc1CS(=O)(=O)Cc1ccc(C(=O)N2CCOCC2)o1	-3	i	i	i	i	i	i	i	i	i	i
O=C1NC(=Nc2ccc(Cl)cc2)SC1Cc1cccc(Cl)c1Cl (centres undefined)	-7	i	i	i	i	i	i	i	i	i	i
COc1ccc(CNC(=O)CN(C(=O)CCC(=O)Nc2ccccn2)c2cc(C)ccc2C)cc1	-14	i	i	i	i	i	i	i	i	i	i
Cc1ccc(/C=C2/SC(=S)N(CC(=O)Nc3ncc(Cc4ccc(C)cc4)s3)C2=O)cc1	-9	i	i	i	i	i	i	i	i	i	i
O=C(O)[C@H](Cc1ccccc1)NC(=O)C(c1ccccc1)(c1ccccc1)c1ccccc1	-8	i	i	i	i	i	i	i	i	i	i
O=C(/C=C/c1ccc(S(=O)(=O)N2CCOCC2)cc1)N1CCN(c2ccccc2)CC1	-2	i	i	i	i	i	i	i	i	i	i
CCOC(=O)CSc1cc(CS(=O)(=O)c2ccccc2)nc(-c2ccccc2)n1	-11	i	i	i	i	i	i	i	i	i	i
COc1ccc(NC(=O)CSc2nc3ccccc3c(=O)n2CCCN2CCCCC2)c(OC)c1	-6	i	i	i	i	i	i	i	i	i	i
O=C(COC(=O)c1cccc(Br)c1)NCCc1ccc(F)cc1	-7	i	i	i	i	i	i	i	i	i	i
COc1ccc(C2CC(=O)C3=C(C2)Nc2ccccc2N(C(C)=O)C3c2ccco2)cc1 (centres undefined)	-13	i	i	i	i	i	i	i	i	i	i
CC(C)COC(=O)Cn1cnc2ccc(Br)cc2c1=O	-7	i	i	i	i	i	i	i	i	i	i
